# High-throughput results (PubChem)
# GAA glycogen mod = GAA glycogen-cleavage inhibition or activation. recombinant GAA, glycogen substrate, Amplex Red glucose oxidase fluorescence. Potency, µM (highest dose often 76.4 µM), without a hit: top-dose activity change, negative = inhibition, usual class: inhibitors. 300,000 compounds, 0.38% hits; active means well fitted inhibition curve with a large enough effect; inconclusive means small, poorly fitted or top-dose-only effect, or another doubt; inactive means no such curve, though single readings can be large or run the other way;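 further: 0% = full enzyme reaction and -100% = no-enzyme basal signal; the screen sought inhibitors and activators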
#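 Recombinant human alpha-glucosidase (4 nM final) hydrolysed bovine liver glycogen (30 ug) for 40 min at 37 C in pH 5.0 citrate/phosphate with 0.01% Tween-20. Released glucose detected by glucose oxidase/Amplex Red, Ex 573/Em 610 nm. Compounds up to 77 uM; AC50 from Hill fits.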
# Active calls of the source: *; ? = inconclusive; & = joins results of further samples; [ ] = another dose, or the depositor's remark. Potency means the concentration at half of the fitted maximal effect.
SMILES,GAA glycogen mod
Cc1ccc(CNC(=O)CCN2C(=O)C(C)Oc3ccc(C)cc32)cc1 (stereo not given),-6.0%[76.3 µM]
Cc1ccc(C2=NN(C(=O)CCC(=O)O)C(c3ccc4c(c3)OCO4)C2)cc1 (stereo not given),-4.9%[76.3 µM]
CC(C)c1ccc(CNc2ncccn2)cc1,14.3%[76.3 µM]
COc1ccc2nc(-c3ccccc3)nc(SCC(=O)NCC3CCCO3)c2c1 (stereo not given),5.4%
Cc1cnc(C(=O)Oc2cccc(Cl)c2Cl)cn1,-3.0%
Cc1cccnc1NC(=O)CCc1nnc2ccc(N3CCC4(CC3)OCCO4)nn12,1.1%[76.3 µM]
COc1cc2c(cc1OC)C(NC(=O)c1ccc(C)cc1)CC2=O (stereo not given),6.2%
Cc1ccc(N(CC(=O)NCc2ccc3c(c2)OCO3)C(=O)CCC(=O)Nc2ccccn2)cc1,0.1%
COc1cccc(CNC(=O)CCNC(=O)N2CCn3c2nc2ccccc23)c1,0.6%[76.3 µM]
O=C(Nc1cccc(-n2cnnn2)c1)c1ccoc1COc1ccc(Cl)cc1,-0.4%[76.3 µM]
Cc1oc(-c2ccccc2F)nc1CS(=O)(=O)CC(=O)N1CCN(c2cccc(C(F)(F)F)c2)CC1,-0.9%[76.3 µM]
Cc1cccc(C)c1NC(=O)Cn1c(=O)n(CCCS(=O)(=O)C2CCCCC2)c(=O)c2ccccc21,4.1%[76.3 µM]
O=C(/C=C/c1cccc([N+](=O)[O-])c1)OCC1CCCO1 (stereo not given),-8.5%[76.3 µM]
CCOc1ccc(NC(=O)CC2C(=O)N(c3ccccc3)C(=O)N2C2CCCCC2)cc1 (stereo not given),-8.3%[76.3 µM]
COc1ccc(C(=O)NC(Cc2c[nH]c3ccccc23)C(=O)O)cc1 (stereo not given),-1.0%
COc1ccc(-c2csc(Nc3cc(C)ccn3)n2)cc1C,-2.5%
Cc1cc(C(=O)N/N=C/c2ccc([N+](=O)[O-])s2)c2ccccc2n1,1.7%
O=C(NCC(c1ccccc1)c1ccccc1)c1nn(-c2ccccc2F)nc1CO,-6.3%[76.3 µM]
CCCC(=O)Nc1nnc(SCC(=O)NC2CC2)s1,0.4%[76.3 µM]
Cc1ccc(CNC(=O)C2CCC(=O)N2Cc2ccc(C)cc2)cc1 (stereo not given),1.6%
Cc1ccc(NC(=O)Cn2c(=O)n(CCCCC(=O)NCc3ccc4c(c3)OCO4)c(=O)c3ccccc32)cc1,-1.5%[76.3 µM]
NC(=S)N/N=C/c1c[nH]c2ccc(OCc3ccccc3)cc12,?
CC(=O)c1cccc(NC(=O)CN2C(=O)COc3ccc(S(=O)(=O)N4CCOCC4)cc32)c1,-7.2%[76.3 µM]
COc1ccc(C(=O)NCC(=O)NCC(=O)OCC(=O)c2ccc(Br)cc2)cc1,-6.1%[76.3 µM]
CCN(c1ccccc1)S(=O)(=O)c1ccc(C(=O)NCCc2ccc(S(N)(=O)=O)cc2)cc1,-8.0%[76.3 µM]
O=C1C(=O)N(CCO)C(c2ccccc2[N+](=O)[O-])/C1=C(\O)c1ccccc1 (stereo not given),0.4%
Cc1ccc([N+](=O)[O-])cc1NC(=O)CNC1CCCCC1,-9.2%[76.3 µM]
COc1ccc(Nc2c(-c3ccc(N4CCOCC4)cc3)nc3ncccn23)cc1OC,?
COc1cc(/C=C(\C#N)c2nc3ccccc3[nH]2)ccc1O,-11.0%[76.3 µM]
Cc1c(CC(=O)NCc2ccccc2Cl)c(=O)oc2cc(O)ccc12,-7.2%[76.3 µM]
COc1ccccc1CNS(=O)(=O)c1c(C)nc2scc(C)n2c1=O,-11.4%&2.3%[76.3 µM]
O=C(Nc1nonc1-c1ccc(Cl)cc1)c1ccccc1F,10.3%[76.3 µM]
CC(C)OCCCNC(=O)c1cn(C)c2ccc(S(=O)(=O)N3CCCCCC3)cc2c1=O,-4.1%[76.3 µM]
CCCC(=O)N(CCN1CCOCC1)c1nc2ccc(OCC)cc2s1,-11.1%[76.3 µM]
O=C(c1cc2cc(Cl)ccc2[nH]1)N1CCN(c2ccccc2F)CC1,9.2%[76.3 µM]
CCCOc1ccc(-c2nonc2NC(=O)c2oc3ccc(C)cc3c2C)cc1OCCC,9.1%[76.3 µM]
Cc1ccc(CNC(=O)CCC(=O)n2ncc3cc(C)ccc32)cc1,0.5%[76.3 µM]
COc1ccccc1-n1nc(-c2ccccc2)c2cnc3cc(C(F)(F)F)ccc3c21,18.1%[76.3 µM]
COc1cccc(OC)c1OC(=O)c1cnccn1,5.1%
CC(C)CSc1oc(-c2ccco2)nc1S(=O)(=O)c1ccc(Br)cc1,-14.2%[76.3 µM]
CCc1ccc2oc(C(=O)Nc3cccc(Cl)c3C)cc(=O)c2c1,14.4%[76.3 µM]
CCCc1cc(C(=O)Nc2ccc(C(=O)OC)cc2)cs1,-0.9%[76.3 µM]
O=C(N/N=C/c1ccc(OC(=O)c2ccccc2Cl)cc1)c1cc(O)cc(O)c1,-16.0%[76.3 µM]
COc1cccc(NC(=O)Cn2c(=O)n(Cc3ccc(F)cc3)c(=O)c3sc4ccccc4c32)c1,-10.2%[76.3 µM]
CN(CCOc1ccccc1)C(=O)c1ccc(N2CCCC2)c([N+](=O)[O-])c1,-8.5%[76.3 µM]
COc1ccc(-c2oc3ccc(-c4cc(OC)c(OC)c(OC)c4)cc3c2C#Cc2ccsc2)cc1,19.8%[76.3 µM]
COc1ccccc1Cn1cc(C(=O)c2ccc(F)cc2)c(=O)c2cc3c(cc21)OCO3,14.8%[76.3 µM]
Cc1ccc(/C=C2/SC(=S)N(CCC(=O)N3CCOCC3)C2=O)cc1,-13.9%
Cc1ccc2c(c1)c1c(c(=O)n(-c3cccc(Cl)c3)c(=O)n1CC(=O)Nc1c(C)cccc1C)n2C,7.2%[76.3 µM]
O=C(Nc1ccc(-c2ccco2)cc1)C1CCCN(Cc2ccc(CO)o2)C1 (stereo not given),2.3%[76.3 µM]
CC(C)c1ccc(OCc2cc(=O)n3c(-c4ccccc4)csc3n2)cc1,-6.7%[76.3 µM]
Cc1ccc(S(=O)(=O)N2CCN(CCc3ccccc3)CC2)c(C)c1,-4.9%
CCC(C)Nc1nc2ccccc2n2c(C)nnc12 (stereo not given),-2.5%
O=C(Oc1ccc(F)cc1)N1CCOCC1,1.9%[76.3 µM]
CCCN1CCN(C2CCCCC2NS(=O)(=O)c2ccc(Cl)cc2)CC1 (stereo not given),8.6%[76.3 µM]
Cc1cc(C)cc(NC(c2cccc(Cl)c2)c2nnc(-c3ccccc3)o2)c1 (stereo not given),3.1%[76.3 µM]
COc1ccccc1N1CCN(CC(=O)NCc2ccc(Cl)cc2)CC1,0.4%[76.3 µM]
NC(=O)c1cc2cc(Br)ccc2o/c1=N/NC(=O)c1cccc(F)c1,-2.8%
CC(C)(C)c1ccc(OCC(=O)NC(Cc2c[nH]c3ccccc23)C(=O)O)cc1 (stereo not given),-4.3%[76.3 µM]
CC(C)N(C(=O)CN1C(=O)NC(c2ccccc2)(c2ccccc2)C1=O)C(C)C,-5.6%[76.3 µM]
# Following part
SMILES,GAA glycogen mod
Cc1nc(SCc2cccc(Cl)c2)nc2c1CCCC2,14.7%[76.3 µM]
Cc1ccc(NC(=O)C2C3CCC(O3)C2C(=O)O)cc1Cl (stereo not given),-0.8%[76.3 µM]
CCOC(=O)c1nn(-c2ccc(Cl)cc2)c(=O)c(C#N)c1C,1.7%[76.3 µM]
CN(C)c1ccc(NC(=O)CSc2nc(C3CC3)nc3ccccc23)cc1,-1.0%
COCCNC(=O)c1cn(CCOC)c(=O)c2c1c1ccccc1n2C,0.5%
Cc1ccc(C(C)CCN2CCC(n3nccc3NC(=O)c3ccccc3)CC2)o1 (stereo not given),-0.3%[76.3 µM]
CCOC(=O)c1cnc2c(C)cccc2c1Nc1ccc(OC(C)C)cc1,2.6%[76.3 µM]
CCCN(Cc1nnc(-c2ccccc2Cl)o1)C(=O)c1cccc(S(=O)(=O)N2CCOCC2)c1,-8.8%[76.3 µM]
COc1cccc(NCc2nnc(SCC(=O)N(C)C3CCS(=O)(=O)C3)n2C2CCCCC2)c1 (stereo not given),0.0%[76.3 µM]
CCn1nc(-c2ccccc2)c(-c2ccccc2)c(C(=O)Nc2nc(C)c(C(C)=O)s2)c1=O,9.4%[76.3 µM]
COc1ccc(CCn2c(=O)c3cccnc3n(CC(=O)Nc3ccc(C)cc3C)c2=O)cc1OC,10.9%[76.3 µM]
O=C(O)c1cccc(N2C(=O)c3cc4cccc(Br)c4cc3C2=O)c1,-5.4%
COc1ccc(C(C(=O)NC(C)(C)C)N(C(=O)CCC(=O)Nc2ccccn2)C2CCCCC2)cc1 (stereo not given),9.4%[76.3 µM]
Cc1ccc(-n2c(SCC(=O)Nc3ccc(Cl)cc3)nc(O)cc2=O)cc1,-3.5%[76.3 µM]
Nc1nonc1-n1nnc(C(=O)N/N=C/c2cccs2)c1CSc1ccccc1,2.8%[76.3 µM]
Cc1cccc(N=C2C(=O)Nc3c(Cl)cccc32)c1,-8.1%[76.3 µM]
CC(C(=O)Nc1ccccc1Br)N1c2cccc3cccc(c23)S1(=O)=O (stereo not given),0.0%[76.3 µM]
O=C(NCc1ccccc1)/C(=C/c1ccc([N+](=O)[O-])cc1)NC(=O)c1ccco1,-2.5%
CC1CCC(NC(=O)CCNS(=O)(=O)c2ccccc2)CC1 (stereo not given),0.5%[76.3 µM]
COc1cc(/C=C2/C(=N)N3N=C(CC(=O)N4CCOCC4)SC3=NC2=O)ccc1OCc1ccccc1F,6.3%[76.3 µM]
CCN(CC)C(=O)COC(=O)C1=NN(c2cc(C)ccc2C)C(=O)CC1,-12.0%
Cc1nnc(SCc2ccccc2Cl)c2cc3occc3n12,-10.0%[76.3 µM]
CC(C)OCCCNC(=O)CN1C(=O)/C(=C/c2ccccc2F)Oc2ccccc21,5.7%
O=C(N/N=C/c1ccccc1)c1ccc2c(c1)OCO2,-8.1%[76.3 µM]
CCCC(=O)Nc1c(-c2ccccc2Cl)c(=O)c2ccccc2n1C,2.5%
Cc1cccc(N2CCN(S(=O)(=O)c3cccs3)CC2)c1C,-0.5%
CC(=O)Nc1ccc(S(=O)(=O)Nc2cc(-c3cn4ccccc4n3)ccc2C)cc1,16.7%[76.3 µM]
CCn1cc(/C=C(\NC(=O)c2ccccc2OC)C(=O)N2CCN(C)CC2)c2ccccc21,6.8%[76.3 µM]
COc1ccc(C(NCC(=O)Nc2c(C)cccc2C)c2ccccc2)cc1 (stereo not given),1.5%
CCC1CCc2nc3sc(C(=O)Nc4cccc(C(F)(F)F)c4)c(N)c3cc2C1 (stereo not given),0.6%[76.3 µM]
COc1ccc(S(=O)(=O)N(CC(=O)Nc2cc(Cl)ccc2C)Cc2ccccc2)cc1OC,-11.6%[76.3 µM]
Cc1cc(=O)n2nc(N3CCC(C(=O)NCCCOC(C)C)CC3)sc2n1,-15.0%[76.3 µM]
O=C(CCn1ccc2cc(S(=O)(=O)N3CCCC3)ccc21)NCc1ccccc1,-11.9%[76.3 µM]
O=C1CCc2cc(S(=O)(=O)NC(C(=O)Nc3cccc(F)c3)c3ccccc3)ccc2N1 (stereo not given),14.1%[76.3 µM]
O=C(N/N=C/c1ccoc1)c1ccccc1F,3.7%[76.3 µM]
Cc1nnc(SCC(=O)Nc2ccc(N3CCN(S(C)(=O)=O)CC3)cc2)o1,3.2%
CC(=O)NC(Cc1ccccc1)Cc1ccccc1,3.3%
COc1cccc(NC2=NCCCCC2)c1,2.2%
O=C(CN(c1ccc(F)cc1)S(=O)(=O)c1ccccc1)NC1CCCCCC1,-1.0%[76.3 µM]
CCCn1cnc2cc(NCc3ccccc3O)ccc21,1.1%
CC(=O)N1CCC(C(=O)OCc2ccc(Cl)cc2)(c2ccccc2)CC1,0.8%
COc1ccc2nc(NC(=O)c3ccc(NC(=O)C4CCCO4)cc3)sc2c1 (stereo not given),1.1%
CCc1ccc(S(=O)(=O)/N=C2\C=C(NS(=O)(=O)c3ccccc3)C(=O)c3ccccc32)cc1,-9.8%
O=C(CN(c1ccccc1F)S(=O)(=O)c1ccccc1)Nc1ccc2c(c1)OCCO2,-3.3%[76.3 µM]
CCCn1c(=O)c(C(=O)Nc2ncccc2O)c(O)c2ccccc21,-2.3%[76.3 µM]
Cc1cccc(Nc2nc3ccccc3n3c(N)nnc23)c1,-1.4%[76.3 µM]
CCOc1ccc(N(CC(=O)NCCc2ccccc2)C(=O)CCC(=O)Nc2cc(C)ccn2)cc1,-2.2%
O=C(O)c1cccc2c1/C(=N/Nc1ccc([N+](=O)[O-])cc1[N+](=O)[O-])c1ccccc1-2,6.6%

# These rows are one share of the data; the hit share may differ from the screen's.
